USP2a inh = USP2a (human) protease inhibition; 0.01% of 330,000 active; Potency, µM (titrated, usually from 38.3 µM), inactives show at the highest dose activity change, negative = inhibition, most hits filed as inhibitors; USP2 core, Ub-CHOP2 coupled fluorogenic reporter, 485/531;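 also: potency is read from the fitted curve at half-maximal effect; plate controls were DMSO wells for no effect and full inhibition by NEM control for full effect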
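Cell-free coupled assay: 10nM USP2 core preincubated 30min RT with compound in Tris-HCl pH 8.0/CaCl2/CHAPS buffer, then 25nM Ub-CHOP2 and 25nM reporter substrate; fluorescence (Ex 485/Em 531) read after 60min RT, normalized to NEM inhibition, concentration-response curves fitted.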
GALK inh = blocks human galactokinase activity. Purified GALK, Kinase-Glo residual ATP luminescence. P51570. Potency, µM (series often up to 57.5 µM), for inactives: at the top dose activity change, negative = inhibition, hits mostly inhibitors. 0.007% of 270,000 active; also: potency is read from the fitted curve at half-maximal effect
Target sequence (P51570 whole entry, looked up): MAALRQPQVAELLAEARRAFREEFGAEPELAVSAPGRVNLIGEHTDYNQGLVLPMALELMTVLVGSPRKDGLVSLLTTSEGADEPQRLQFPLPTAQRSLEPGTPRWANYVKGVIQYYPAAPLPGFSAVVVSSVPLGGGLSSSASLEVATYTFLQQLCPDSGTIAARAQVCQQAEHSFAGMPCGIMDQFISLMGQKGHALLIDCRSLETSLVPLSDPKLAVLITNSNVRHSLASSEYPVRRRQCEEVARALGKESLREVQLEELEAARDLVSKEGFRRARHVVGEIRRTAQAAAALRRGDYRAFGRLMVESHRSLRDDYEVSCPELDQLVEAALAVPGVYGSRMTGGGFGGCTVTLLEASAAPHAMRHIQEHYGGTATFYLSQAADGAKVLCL
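GALK at 5 nM final was combined with compound, 35 uM ATP and 100 uM galactose in HEPES pH8.0 with MgCl2 and DTT. The reaction ran one hour at room temperature before luminescent ATP detection.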
Coupling enz = coupling enzyme interference in Giardia aldolase counter-screen. coupling enzyme system counterscreen, AmpLite Red fluorescence. activity change, negative = inhibition, % at 58.2 µM, hits read low. 0.67% of 290,000 active. AID 2472; in the data active = activity change below about -30%
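Activity here indicates interference with the coupling reaction, not aldolase inhibition. Compounds at 57.5 uM final met coupling enzymes for 10 min at RT; substrate and AmpLite Red detection followed, with a 525/598 nm fluorescence read after 20 min.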
B2AR arrestin = agonists driving beta-arrestin recruitment to human beta2-adrenergic receptor. P07550. beta-arrestin recruitment to beta2AR, cell-based reporter. Potency, µM (top dose mostly 46.1 µM), inactives show top-dose activation, most hits filed as activators. 0.02% of 330,000 active. AID 492947;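 also: potency is read from the fitted curve at half-maximal effect; 0% = DMSO controls and full agonism = EC100 isoproterenol or metaproterenol; nearly all actives have a fitted effect of over 65% in size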
Target sequence (P07550 whole entry, looked up): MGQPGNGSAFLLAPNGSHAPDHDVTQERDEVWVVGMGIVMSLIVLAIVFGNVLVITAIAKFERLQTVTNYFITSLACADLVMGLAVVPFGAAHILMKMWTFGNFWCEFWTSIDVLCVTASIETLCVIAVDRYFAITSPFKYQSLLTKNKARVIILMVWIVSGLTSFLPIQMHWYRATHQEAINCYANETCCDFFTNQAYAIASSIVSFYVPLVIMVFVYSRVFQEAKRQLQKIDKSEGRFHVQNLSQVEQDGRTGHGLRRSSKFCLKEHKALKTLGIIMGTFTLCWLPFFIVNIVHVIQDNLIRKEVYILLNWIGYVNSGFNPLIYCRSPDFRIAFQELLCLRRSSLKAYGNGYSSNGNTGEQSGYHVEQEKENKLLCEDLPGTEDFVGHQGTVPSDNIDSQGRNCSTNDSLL
KCNH2 3.1 block = KCNH2 3.1 (human) potassium channel inhibition; U2OS KCNH2 3.1, thallium flux FluxOr; stronger effect = lower value; 0.95% of 340,000 active; activity change, % (tested at about 1.8 µM);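 active = maximum activity change below -70%; inconclusive = maximum activity change from -70% to -50%; inactive = maximum activity change above -50%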;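 also: thallium influx rate constant from kinetic fluorescence after stimulation buffer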
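Kinetic fluorescence (2 min after stimulation buffer) measures Tl+ influx through KCNH2 3.1 expressed by viral transduction in U2OS cells; the rate constant is normalized against DMSO controls serving as positive and negative references.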
uPA surface inh = inhibitors of cell surface uPA generation; cell surface uPA generation assay, qHTS; Potency, µM (top dose mostly 38.3 µM), for inactives: at the top dose activity change, negative = inhibition, hits mostly inhibitors; 0.31% of 330,000 active; AID 540303; active = well fitted inhibition curve with a large enough effect; inconclusive = small, poorly fitted or top-dose-only effect; inactive = no such curve, though single readings can be large or run the other way; tested in mouse RAW 264.7 cells; also: potency is read from the fitted curve at half-maximal effect; nearly all actives have a fitted effect of over 55% in size
PKM2 act = PKM2 (human) enzyme activation | P14618 | 0.34% of 260,000 active | AID 1631 | purified PKM2, Kinase-Glo ATP luminescence, activation; response scale: 0% is enzyme alone, no compound | Potency, µM (doses to about 57.5 µM), for the others: top-dose activation, hits mostly activators; also: potency is read from the fitted curve at half-maximal effect; nearly all actives have a fitted effect of over 55% in size
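Purified hPK-M2 (>95%) run at intermediate activity with 0.1 mM ADP and 0.5 mM PEP in 50 mM imidazole pH 7.2, KCl, MgCl2; 1 h room temperature. ATP formed read by Kinase-Glo luminescence; normalized to uninhibited and no-enzyme controls.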
KCNH2 WT inh = inhibitors of human wildtype KCNH2 potassium channel; U2OS, BacMam KCNH2, thallium flux FluxOr; stronger effect = lower value; activity change, % at 1.84 µM; 0.37% of 340,000 active; AID 720551;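 active = maximum activity change below -70%; inconclusive = maximum activity change between -70% and -50%; inactive = maximum activity change above -50%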
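U2OS cells transduced with wild-type KCNH2 virus are loaded with FluxOr dye for 45 min, and thallium flux is measured in kinetic reads before and after stimulation buffer. Rate constants are normalized to DMSO controls.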
Eya2 inh = inhibitors of human Eya2 phosphatase activity. O00167. recombinant Eya2, OMFP fluorescence dephosphorylation (OMFP is methylfluorescein phosphate). Potency, µM (top dose mostly 76.9 µM), for inactives: top-dose activity, negative = inhibition, most hits filed as inhibitors. 0.006% of 330,000 active; also: potency is read from the fitted curve at half-maximal effect
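Eya2 (0.2 uM) preincubated 10 min at ambient with compound, then OMFP substrate added at 50 uM; 10 min reaction in 50 mM HEPES pH 7.5, 50 mM NaCl, 5 uM MgCl2, 0.05% BSA, 1 mM DTT. Fluorescence read at Ex 485/Em 525 nm.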
BCR signal inh = blocks chronic active B-cell receptor signaling; ABC-DLBCL IkBa-CBG/CBR reporter, luminescence ratio, 4 h; Potency, µM (series often up to 46.1 µM), for inactives: at the highest dose ratio change, negative = lower green/red ratio, most hits filed as inhibitors; 0.05% of 340,000 active; active = well fitted inhibition curve with a large enough effect in the signal ratio, with a control signal flat, not every such curve was filed as active; inconclusive = small, poorly fitted or top-dose-only effect, or effect the other way, or a change in a side signal; the % refers to the signal ratio;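 also: potency is read from the fitted curve at half-maximal effect; plate controls were basal doxycycline-induced cells for no effect and cells given 10 µM MG132 for full effect; MG132 reads +100%, hits lower the ratio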
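Doxycycline induced both beetle luciferases in TMD8 lymphoma cells; IKK-driven degradation limits the IkappaBalpha-fused green signal, while red luminescence normalises for cell number and nonspecific effects. Compounds tested up to 46 uM, 4 hrs.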
Giardia killer = kills Giardia lamblia; Giardia lamblia trophozoite viability; activity change, % at 7.66 µM, hits read low; 0.15% of 340,000 active; AID 540267; in the data active = activity change below about -80%; inconclusive = between about -30% and that limit;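 also: parasites exposed to compound for two days anaerobically before the ATP read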
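Luminescence from cellular ATP indicates surviving trophozoites (100 cells/well) following 48 hrs anaerobic compound treatment at 37 deg C; signal develops 15-30 min at room temperature.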
Active calls of the source: *; ? = inconclusive; · = no result given; & = joins results of further samples; [ ] = remark or other dose. Unless noted, calls follow the shape of the dose curve; as a rule, active = well fitted curve in the direction sought with a large enough effect; inconclusive = small, poorly fitted or top-dose-only effect, or another doubt; inactive = no such curve, though single readings can be large; an effect the other way counts as inactive or inconclusive. Unless noted, % is scaled to controls: 0 for no effect and ±100 for the full control effect.

SMILES	USP2a inh	GALK inh	Coupling enz	B2AR arrestin	KCNH2 3.1 block	uPA surface inh	PKM2 act	KCNH2 WT inh	Eya2 inh	BCR signal inh	Giardia killer
O=C1CCN(S(=O)(=O)c2ccc(Cl)cc2)CC1	-1%	-6%	0	2.3%	4	1%	1%	-19	3%	0%	0
N#C/C(C(=O)Oc1ccccc1)=C1\C=CC=CN1	0%	-1%	4	0.2%	-10	-3%	4%	-1	9%	-5%	2
NC(=O)C1CCN(C(=O)CCc2ccsc2)CC1	-7%	9%	8	-0.3%	4	0%	-1%	-6	0%	7%	-9
C=C[C@@H](C)N(Cc1ccc(OC)cc1)S(=O)(=O)N(Cc1ccccc1)[C@H](C=C)C(C)C	-1%	·	·	-3.6%	17	23%	·	-3	-15%	4%	2
COc1ccc(/C=N\NC(=O)c2sc(N)nc2C)cc1OC	0%	-1%	2	-0.1%	-5	-5%	2%	0	5%	?	5
COc1ccc(N2CCN(C(=O)c3cc(=O)c4cc(C)c(C)cc4o3)CC2)cc1	0%	-1%	0	-0.2%	-1	-1%	·	8	4%	?	8
CCOC(=O)C(Cc1ccccc1)C(=O)Nc1ccc(N(CC)CC)cc1 (configuration not stated)	1%	0%	-1	-0.3%	-13	-2%	2%	-9	-16%	-19%	-1
CCOc1ccc(-c2csc(/C(C#N)=C\c3ccc(O)c([N+](=O)[O-])c3)n2)cc1	-1%	-4%	0	-2.0%	0	11%	-1%	-11	5%	12%	-25
FC(F)(F)c1nnc2ccc(Sc3ccccn3)nn12	4%	1%	-1	-0.1%	-8	9%	-6%	4	-2%	0%	-4
CC1CCc2nc(N)c(C#N)c(-c3cccn3C)c2C1 (configuration not stated)	0%	2%	1	0.1%	0	3%	8%	2	5%	0%	18
O=C1CN(c2ccccc2)C(=S)N1c1ccccc1	1%	·	-2	0.3%	15	1%	0%	-5	8%	-3%	-14
NS(=O)(=O)c1ccc(NC(=O)COC(=O)CSCc2ccc(F)cc2)cc1	1%	·	·	-0.2%	-5	2%	·	11	-12%	2%	-3
O=C(NCCc1ccccc1)C1CCC(CNS(=O)(=O)c2ccccc2)CC1 (configuration not stated)	-1%	8%	0	0.2%	-2	0%	1%[0.46 µM]	-4	-10%	0%&-1%	2
CCOC(=O)C1=C(C)NC(=S)NC1c1ccsc1 (configuration not stated)	1%	-3%	-1	-0.2%	-3	2%	-1%	1	-2%	6%	9
CC(OC(=O)CCc1nc(=O)c2ccccc2n1C)C(=O)NCc1ccc2c(c1)OCO2 (configuration not stated)	1%	4%	0	-0.4%	9	-4%	-2%	-13	-8%	6%	-1
CC(C)(C)c1cc(C(c2cccnc2)N2CCN(CCO)CC2)cc(C(C)(C)C)c1O (configuration not stated)	3%	-3%	-5	0.0%	-18	?	24%	-3	14%	?	20
CCC1CCCCN1C(=O)COC(=O)c1ccc(Br)o1 (configuration not stated)	4%	·	·	0.1%	10	22%	·	-4	2%	?	-11
COc1ccc(C(=O)OCC(=O)NCC2CCCCC2)c(OC)c1	2%	·	·	3.4%	-1	-4%	·	-1	-37%	2%	23
COc1ccccc1C(=O)COC(=O)c1ccc(-n2cnnn2)cc1	0%	·	·	0.1%	2	0%	·	-21	-23%	?	-7
CCCOC(=O)Nc1sc2c(c1C(=O)OCC)CCC2	-3%	1%	2	0.1%	-16	-3%	-4%	10	-15%	-4%	-7
COc1cccc2cc(C(=O)NCc3ccc(C)cc3)c(=O)oc12	-5%	0%	-2	3.0%	2	-14%	·	-10	13%	?	2
O=C1C2ON(c3ccccc3)C(c3cccnc3)C2C(=O)N1c1ccccc1 (configuration not stated)	-1%	0%	0	0.3%	8	-5%	3%	3	1%	?	-24
COc1ccc(CC(=O)Nc2cccc(S(=O)(=O)N3CCCC3)c2)cc1OC	2%	·	·	-0.2%	-11	?	·	-12	3%	1%	5
NNC(=O)c1ccc(CSc2cccc3cccnc23)cc1	1%	-2%	0	-0.1%	-2	-7%	2%	3	8%	0%	13
CC1=CC(c2ccc(Cl)cc2)n2nc(NS(=O)(=O)c3ccc(C)cc3)nc2N1 (configuration not stated)	-1%	0%	9	-0.2%	-2	-5%	0%	4	-4%	-1%	-5
Cc1c(NC(=O)c2ccccc2)c(=O)n(-c2ccccc2)n1C	0%	2%	2	-0.8%	-17	5%	-1%	5	0%	3%	-5
S=c1[nH]nc(Cc2cccs2)n1-c1cccc2ccccc12	0%	2%	4	-0.7%	13	1%	-21%	-1	1%	-2%	-23
O=C(NCc1ccco1)c1ccc(CS(=O)(=O)Cc2ccc(Cl)cc2)o1	-2%	-3%	-1	-0.3%	1	·	-1%	-10	4%	1%	3
Cc1nc(-c2cc(-c3ccc(Cl)cc3)no2)cs1	2%	-1%	-1	-0.6%	11	-10%	·	12	9%	?	-14
O=C(C1=C(O)C(=O)N(CCc2ccccc2)C1c1ccncc1)c1cc2ccccc2o1 (configuration not stated)	0%	1%	16	0.0%	-7	0%	-5%	-7	11%	0%	1
CC(C)(C)C(=O)NC(NC(=S)Nc1ccc(S(N)(=O)=O)cc1)C(Cl)(Cl)Cl (configuration not stated)	4%	-2%	6	-1.4%	2	18%	-1%	-10	-4%	-7%	10
O=S(=O)(NCc1ccc(C(F)(F)F)cc1)c1ccc(-n2cnnn2)cc1	-1%	-6%	·	-0.3%	-2	-10%	·	17	2%	8%	-11
Cc1cc([N+](=O)[O-])nn1Cc1ccc(F)cc1	6%	1%	1	-0.1%	-13	-4%	-2%	-1	5%	2%	?
CCC(C)(C)C1CCc2[nH]nc(C(=O)NCC3CC3)c2C1 (configuration not stated)	-1%	·	·	0.4%	·	-21%	·	·	2%	-5%	-19
C[C@H](NC(=O)c1ccccc1Cl)C(=O)NCCc1ccc(S(N)(=O)=O)cc1	-1%	0%	1	0.1%	-21	0%	3%	-5	2%	-2%	-21
CN(C)C(=O)N1CCC(C(=O)NCc2cccs2)CC1	2%	1%	-3	-0.5%	3	11%	-7%	19	5%	0%	2
Cc1cc(C)nc(SCc2ccc(C(=O)N/N=C3\CCCC(=O)C3)cc2)n1	6%	11%	-5	-0.2%	6	1%	4%	6	-10%	?	?
CCCN(Cc1cc2cc(C)ccc2[nH]c1=O)C(=O)c1cccc([N+](=O)[O-])c1	1%	-2%	1	-0.6%	-9	5%	5%	-11	-3%	?	15
Nc1nc2nccc(-c3cccnc3)n2n1	1%	6%	1	-0.2%	9	-6%	-1%	0	5%	-18%	-25
O=C(Cc1ccc2c(c1)CCCC2)Nc1ccc2ccccc2c1	0%	0%	-4	0.5%	-34	3%	-7%	-10	0%	-1%	3
Cn1cnnc1Sc1ccc(C(=O)NCCC(c2ccccc2)c2ccccc2)cc1[N+](=O)[O-]	-8%	2%	-1	-0.6%	-40	?	-6%	12	-5%	9%	0

From PubChem BioAssay
